# Compound activity from PubChem BioAssay.
# NOD2 RIPK2 PPI: inhibitors of human NOD2-RIPK2 interaction; O43353; CHO BLA complementation NOD2-RIPK2, CCF4 ratio; inhibition, % at 4.98 µM; 360,000 compounds, 0.38% hits; AID 624267; in the data active = inhibition above about 21%;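 note: 0% = vehicle only and 100% = reference blocker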
# m5-HT2A agonist: activates the mouse 5-HT2A serotonin receptor; CHO-K1 mHTR2A beta-arrestin complementation, luminescence; percent of 30 µM serotonin response; activation, % at 7.6 µM; 360,000 compounds, 0.66% hits; AID 624169;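 active = activation above a run cutoff, the mean activation of all tested compounds plus 3 SD, cut at about 14% in these data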;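 note: 0% = plate median of compound wells and 100% = 30 µM serotonin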
# MC4R barr agon: activates human MC4R beta-arrestin recruitment; U2OS MC4R beta-arrestin complementation, luminescence; percent of melanotan II response, DMSO zero; activation, % at 8.9 µM; 360,000 compounds, 0.98% hits;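 active = activation above a per-plate cutoff, the mean activation of sample wells on that plate plus 3 SD, cut at about 8% in these data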
# Cardio protect: protects H9c2 cardiomyocytes from peroxide injury; protection from H2O2 cell death, % at 20 µM; 360,000 compounds, 0.63% hits; AID 588492; H2O2 injury protection, ATPLite, 2 h;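 active = compounds giving at least 50% protection of heart cells from peroxide-induced death in the single-dose screen, raw or plate-pattern-corrected value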;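 note: 0% = DMSO wells with peroxide and 100% = DMSO wells without peroxide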
# ABHD5 PLIN5 PPI: inhibitors of human ABHD5-perilipin-5 interaction. Split G. princeps luciferase complementation, luminescence, 4 h. inhibition, % at 4 µM. 360,000 compounds, 0.78% hits;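 active = inhibition above the mean inhibition across every tested compound plus 3 SD, cut at about 22% in these data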;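 note: 0% = DMSO only wells and the 100% control is not disclosed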
# MC4R antag cAMP: blocks human MC4R cAMP signaling; P32245; MC4R-expressing cells, MTII-stimulated cAMP, LANCE TR-FRET; inhibition, % at 6.5 µM; 360,000 compounds, 0.48% hits;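 active = inhibition above its plate's cutoff, the mean of tested wells on that plate plus 3 SD, cut at about 29% in these data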;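 note: 0% = Melanotan II alone and 100% = Melanotan II plus saturating MCL0020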
#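 Material – human MC4R-expressing U2OS cells · Repeats – no replicates · Detection – TR-FRET with Eu-cAMP and labeled anti-cAMP, 671 nm · Times – compound 30 min, challenge 1 h, detection 1 h · Compound – single nominal compound dose of 6.5 µM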
# SRC2 inh: inhibits human steroid receptor coactivator 2. 370,000 compounds, 0.17% hits. Q15596. inhibition, % at 9 µM. HEK293 GAL4-SRC2 luciferase reporter, luminescence. AID 651957;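 active = inhibition above the mean inhibition of all tested compounds plus 3 SD, set per campaign, cut at about 52% in these data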;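 note: 0% = DMSO treated cells and 100% = cells given Gossypol at 36 µM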
# TLR9-MyD88 inh: TLR9-MyD88 interaction inhibition | inhibition, % at 4.98 µM | 340,000 compounds, 0.21% hits | CHO BLA complementation TLR9-MyD88, CCF4 FRET ratio;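 active = inhibition above the mean over all tested compounds plus 3 SD, cut at about 21% in these data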;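 note: 0% = DMSO only wells and 100% = clavulanate BLA inhibitor control wells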
# ABCB6 inh 2: human ABCB6 transporter inhibition; Q9NP58; K562-ABCB6 porphyrin accumulation, flow cytometry, 1 h; stronger effect = lower value; fluorescence ratio to DMSO, % at 10 µM; 360,000 compounds, 0.19% hits; AID 602162;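 active = fluorescence ratio to DMSO below 75%, the collection mean minus 3 SD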;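 note: signal is porphyrin accumulated inside mitochondria; 100% equals median channel fluorescence of DMSO control wells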
# N-glyco inh: blocks N-linked glycosylation in D54 reporter cells; 360,000 compounds, 0.23% hits; reporter increase, % at 12.5 µM; D54 ERlucT glycosylation luciferase reporter, 24 h; percent of 100 nM tunicamycin response; AID 588692;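 active = mean luciferase reporter signal, scaled so untreated is 0 and the glycosylation-blocking control 100, at or above a set limit in every replicate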;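 note: luciferase carries N-glycosylation sites so blocking glycosylation raises the light; 0% = median of neutral control wells and 100% = median of 100 nM tunicamycin wells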
# * hit, by the source's call; . = no result given.
SMILES,NOD2 RIPK2 PPI,m5-HT2A agonist,MC4R barr agon,Cardio protect,ABHD5 PLIN5 PPI,MC4R antag cAMP,SRC2 inh,TLR9-MyD88 inh,ABCB6 inh 2,N-glyco inh
O=C(CN1C(=O)NC2(CCCCCCC2)C1=O)NCc1cccs1,-3,4,-1.8,8,0,-1,2,-1,97,2
Cc1ccc2cc(CN(Cc3cccs3)Cc3nnnn3CC3CCCO3)c(=O)[nH]c2c1C (centres undefined),-1,9,3.5,12,4,9,-19,2,93,-1
CS(=O)(=O)NN1C(=O)c2ccccc2NC1c1cc2ccccc2nc1Cl (centres undefined),-1,-6,0.5,-5,0,9,-43,5,97,0
CC(C)C[C@H](NC(=O)Nc1cccc(Cl)c1)C(=O)O,-8,-4,-1.6,10,3,3,-8,-3,106,-1
CCOC(=O)[C@]12CCCC=C1N(Cc1ccccc1)C(=O)[C@H](CC(=O)N1CCN(C(=O)c3ccco3)CC1)C2,-11,-2,.,.,8,.,-6,.,.,.
CCOC(=O)/C=C1\SCC(=O)N1CC(O)CN1C(=O)CS/C1=C/C(=O)OCC (centres undefined),-4,9,-1.2,7,6,1,-48,-2,94,2
CS/C(N)=N/N=C/c1ccc2c(c1)OCO2,11,4,-1.3,-5,4,1,-35,-7,99,4
Cc1ccsc1C(=O)NC(C)c1ccc2c(c1)OCO2 (centres undefined),-9,-2,-2.3,1,1,-1,8,3,86,0
Cc1cc(C)n(/C(=C\N(C)C)C(=O)c2cccc([N+](=O)[O-])c2)n1,2,0,-1.2,-1,2,-4,-3,9,100,0
COc1ccc(NC(=O)CN2CCC(C)CC2)c([N+](=O)[O-])c1,-11,5,-0.3,-2,4,2,-47,1,89,-2
Cc1nn(CC(=O)NCc2ccccc2Cl)c(C)c1[N+](=O)[O-],3,7,0.0,3,0,10,0,7,95,1
CC(C)Nc1nc(-c2ccccc2CO)c2sccc2n1,-3,7,0.6,0,-7,3,-6,.,101,-1
O=C(Oc1ccc(=O)n(-c2ccccc2)n1)c1ccc(F)cc1,0,-6,-5.4,12,-2,15,-8,-7,98,-1
COc1ccc2c(c1)c(C(C)=O)c(C)n2-c1ccccc1,-11,1,0.0,6,0,-6,31,4,100,-7
CCCOc1ccc(N2CC(C(=O)Nc3ccccc3OC)CC2=O)cc1 (centres undefined),-4,3,0.2,-10,-4,2,-2,-3,96,-2
CCOc1ccc(CCNC(=O)C2CCCN(S(=O)(=O)N3CCCCC3)C2)cc1OCC (centres undefined),-10,-2,-0.9,1,6,5,-14,.,98,-1
CCc1[nH]c(C(=O)O)c(C)c1C(=O)OC,-10,0,0.7,6,-5,11,-14,-1,87,0
CCc1cc(=O)oc2cc(C)cc(OCc3nn[nH]n3)c12,-3,3,-0.7,2,0,6,11,-8,91,1
CC1CCc2nc(NC(=O)CN3CCN(Cc4ccc5c(c4)OCO5)CC3)sc2C1 (centres undefined),-6,5,9.3*,-10,8,20,-11,3,97,2
Cc1ccc(-n2c(SCn3nnc4ccccc4c3=O)nnc2-c2cccnc2)c(C)c1,7,0,1.1,8,3,10,-1,-11,95,-1
COCC(=O)N1CCC(Oc2ccc(C(=O)NCCc3ncccc3C)cc2)CC1,0,2,-2.6,-1,1,8,12,-1,103,-2
CCOC(=O)C1CCN(C(=O)c2ccc(OC3CCN(C(=O)COC)CC3)cc2)CC1,-12,2,-0.2,-4,0,2,12,-1,96,1
C=CC(C)n1c(Br)nc2c1c(=O)[nH]c(=O)n2C (centres undefined),-4,4,0.8,0,5,1,0,-2,101,2
COc1cc(/C=C/C(=O)OCC(=O)Nc2ccc(NC(C)=O)cc2)cc(S(=O)(=O)N2CCc3ccccc32)c1OC,-1,-1,-1.7,16,5,5,14,-1,98,-1
CC(NC(=O)C1CCN(S(=O)(=O)c2ccccc2)CC1)c1ccccc1 (centres undefined),-5,-1,-0.7,1,-2,10,-14,-1,95,-1
COc1ccc(CNC(=O)C2Cc3c(-c4cccc(F)c4)ccnc3O2)cc1OC (centres undefined),-7,-3,-1.5,12,-3,-7,-21,.,93,0
C=CCN1CCN(C(=O)CSc2ccccc2)CC1,-3,-4,1.3,0,3,11,-51,-3,90,2
Cc1ccc(-c2nc3cc(C)c(Br)c(C)n3c2CC2CCCCC2)cc1,-6,4,.,.,-6,.,-16,.,97,.
O=C(NCCO)C(=O)NCC1OCCCN1S(=O)(=O)c1ccc2c(c1)OCCO2 (centres undefined),-6,-4,-0.7,6,-1,11,12,4,95,1
C/C(=N\Nc1ccc([N+](=O)[O-])cc1)c1ccco1,25*,5,-2.0,-8,5,2,-71,30*,97,1
Cc1ccc(-c2cc(C(F)F)n3ncc(C(=O)NCc4ccco4)c3n2)cc1,-6,4,-0.5,16,-4,10,-24,-19,83,2
O=c1cc(O)c2c(=O)n(-c3ccccc3)c3c(c2o1)CCCCCC3,-2,-8,-3.3,-3,-7,4,1,3,102,1
CCCNC(=S)NC1CC2CCCC(C1)N2Cc1ccccc1OC (centres undefined),3,-2,1.7,7,-3,3,-26,-10,100,-1
CC(C)c1ccc(CN2CCC2(C)C(=O)Nc2ccc3c(c2)OCO3)cc1 (centres undefined),-4,0,0.2,-16,-8,5,-10,.,98,1
O=C(O)c1ccc(CSc2nc3ccccc3o2)cc1,-23,-1,-1.8,-15,8,5,-11,0,103,-1
Cc1cc(Br)cn2c(Cc3ccccc3C(F)(F)F)c(-c3ccc(Cl)cc3)nc12,-17,3,.,.,-8,.,-14,.,119,.
COc1ccccc1-c1ocnc1C(=O)Nc1ccc(N2CCOCC2)cc1N1CCOCC1,-10,-2,1.8,0,1,3,-3,-1,93,-1
CC(C(=O)N1CCOCC1)(c1ccccc1)c1ccccc1,13,5,-1.0,-2,2,5,.,-3,101,1
O=C(NCCc1ccccc1)C(=O)NCC1OCCN1S(=O)(=O)c1ccc(Cl)cc1 (centres undefined),-9,6,-1.6,1,3,-4,-43,-5,99,0
Cc1ccc([N+](=O)[O-])cc1N=Nc1c(-c2ccc([N+](=O)[O-])cc2)[nH]n(C(N)=S)c1=O,-1,1,-2.0,-23,-2,9,.,8,87,-10

# 15 entries from above, with two lines to a compound:
# Values in the order – NOD2 RIPK2 PPI	m5-HT2A agonist	MC4R barr agon	Cardio protect	ABHD5 PLIN5 PPI	MC4R antag cAMP	SRC2 inh	TLR9-MyD88 inh	ABCB6 inh 2	N-glyco inh
- COCC(=O)N1CCC(Oc2ccc(C(=O)NCCc3ncccc3C)cc2)CC1
 : 0	2	-2.6	-1	1	8	12	-1	103	-2
- CCOC(=O)C1CCN(C(=O)c2ccc(OC3CCN(C(=O)COC)CC3)cc2)CC1
 : -12	2	-0.2	-4	0	2	12	-1	96	1
- C=CC(C)n1c(Br)nc2c1c(=O)[nH]c(=O)n2C (centres undefined)
 : -4	4	0.8	0	5	1	0	-2	101	2
- COc1cc(/C=C/C(=O)OCC(=O)Nc2ccc(NC(C)=O)cc2)cc(S(=O)(=O)N2CCc3ccccc32)c1OC
 : -1	-1	-1.7	16	5	5	14	-1	98	-1
- CC(NC(=O)C1CCN(S(=O)(=O)c2ccccc2)CC1)c1ccccc1 (centres undefined)
 : -5	-1	-0.7	1	-2	10	-14	-1	95	-1
- COc1ccc(CNC(=O)C2Cc3c(-c4cccc(F)c4)ccnc3O2)cc1OC (centres undefined)
 : -7	-3	-1.5	12	-3	-7	-21	.	93	0
- C=CCN1CCN(C(=O)CSc2ccccc2)CC1
 : -3	-4	1.3	0	3	11	-51	-3	90	2
- Cc1ccc(-c2nc3cc(C)c(Br)c(C)n3c2CC2CCCCC2)cc1
 : -6	4	.	.	-6	.	-16	.	97	.
- O=C(NCCO)C(=O)NCC1OCCCN1S(=O)(=O)c1ccc2c(c1)OCCO2 (centres undefined)
 : -6	-4	-0.7	6	-1	11	12	4	95	1
- C/C(=N\Nc1ccc([N+](=O)[O-])cc1)c1ccco1
 : 25*	5	-2.0	-8	5	2	-71	30*	97	1
- Cc1ccc(-c2cc(C(F)F)n3ncc(C(=O)NCc4ccco4)c3n2)cc1
 : -6	4	-0.5	16	-4	10	-24	-19	83	2
- O=c1cc(O)c2c(=O)n(-c3ccccc3)c3c(c2o1)CCCCCC3
 : -2	-8	-3.3	-3	-7	4	1	3	102	1
- CCCNC(=S)NC1CC2CCCC(C1)N2Cc1ccccc1OC (centres undefined)
 : 3	-2	1.7	7	-3	3	-26	-10	100	-1
- CC(C)c1ccc(CN2CCC2(C)C(=O)Nc2ccc3c(c2)OCO3)cc1 (centres undefined)
 : -4	0	0.2	-16	-8	5	-10	.	98	1
- O=C(O)c1ccc(CSc2nc3ccccc3o2)cc1
 : -23	-1	-1.8	-15	8	5	-11	0	103	-1

# The list goes on:
SMILES,NOD2 RIPK2 PPI,m5-HT2A agonist,MC4R barr agon,Cardio protect,ABHD5 PLIN5 PPI,MC4R antag cAMP,SRC2 inh,TLR9-MyD88 inh,ABCB6 inh 2,N-glyco inh
Cc1ccc(OCCSCc2nnc(NC(=O)Nc3cccc(Cl)c3)s2)cc1,2,2,5.5,-19,-7,7,5,8,96,-2
COc1ccc(C(=O)NC(=S)NNC(=O)c2ccco2)cc1,11,5,-0.7,19,1,11,-32,3,98,1
O=C(COc1ccc(S(=O)(=O)N2CCCC2)cc1)N1CCCCC1,-8,1,1.3,3,3,23,-2,6,97,0
O=C(Nc1ccc(Br)cc1)C1C2C=CC3(O2)C1C(=O)N(CCN1CCCCC1)C3C(=O)NC1CCCCC1 (centres undefined),-13,-4,1.7,0,6,-4,-13,0,100,-2
C=CCN(C(=O)CCC(=O)Nc1cc(C)on1)C(C(=O)NC1CCCC1)c1ccc(C)cc1 (centres undefined),-1,5,-0.9,-4,-8,1,13,-12,94,0
O=C1C(=NO)CCc2ccccc21,-3,4,-1.4,-16,-29,7,-20,2,107,3
C(=N\N(c1ccccc1)c1ccccc1)/c1ccc(N2CCOCC2)s1,10,-2,-1.8,-9,-12,7,28,7,95,-6
CC12CC3CC(C1)CC(C(=O)NNC(=O)c1ccncc1)(C3)C2,-9,-5,-0.9,-1,-8,-1,-8,0,101,2
COc1cc(/C=N/NC(=O)c2ccncc2)ccc1OC(C)=O,1,-3,-0.3,-3,1,5,11,-4,101,0
CN(C)C(=O)c1ccc(NC(=O)COC(=O)CCN=C2NS(=O)(=O)c3ccccc32)cc1,-3,-3,-1.3,3,15,4,6,-8,95,0
Cc1c(/C(O)=C2\C(=O)C(=O)N(CCCN(C)C)C2c2ccco2)cnn1-c1ccccc1 (centres undefined),-8,5,1.8,3,2,3,25,9,99,-4
Cc1cc(C)n(-c2ccc(C(=O)Nc3ccc4c(c3)OCCO4)cc2)n1,-16,3,-1.4,-3,3,9,-18,4,97,-3
CC(=O)Nc1ccc(NC(=O)C2CCC(N3C(=O)C4C5C=CC(C6CC56)C4C3=O)CC2)cc1 (centres undefined),-1,-1,-1.9,11,2,5,-8,-1,98,-5
CCOC(=O)N1CCN(CC(=O)N2CCC(C(N)=O)CC2)CC1,-18,-1,-2.0,2,-5,8,-22,-8,96,2

# Not all compounds are listed; count on the stated rates, not on these rows.
